CHRM5 antagonist – antagonists of human muscarinic M5 receptor (CHRM5); P08912; CHO-hM5 cells, Fluo-8 calcium fluorescence, ACh EC80; inhibition, % at 3 µM; 360,000 tested, 0.59% active; AID 624040;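 active = inhibition above a per-plate cutoff, the mean of that plate's test compounds plus 3 SD, cut at about 27% in these data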;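 note: 0% = acetylcholine EC80 with DMSO and 100% = DMSO without agonist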
CRFBP-R2 agonist – CRF-BP/CRF-R2 complex agonism | HEK293 CRF-R2/CRF-BP, calcium dye fluorescence (FLIPR); percent of saturating CRF peptide response | activation, % at 13.2 µM | 350,000 tested, 0.46% active;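 active = activation of at least 50%, plus an integration ratio under a set limit after plate pattern correction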;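 note: plate controls were neutral control wells without compound for no effect and CRF at EC100 for full effect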
M4 PAM – CHRM4 positive allosteric modulation. P08173. CHO-K1 hM4/Gqi5, Fluo-8 calcium fluorescence, ACh EC20; 0% = ACh EC20, 100% = maximal ACh. activation, % at 3 µM. 360,000 tested, 0.4% active. AID 624126;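 active = activation above its plate's cutoff, the mean activation of sample wells plus 3 SD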; note: some results filed as inactive read as strong as hits
CRFBP-R2 block – antagonists of CRF-binding protein/CRF-R2 receptor complex. HEK293 CRF-R2/CRF-BP, CRF-induced calcium fluorescence. inhibition, % at 11.8 µM. 350,000 tested, 0.59% active. AID 588475;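 active = inhibition of the ligand-induced calcium signal above about 50% at the single tested concentration, limit read from the data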
M5 ag – CHRM5 agonism in calcium assay; AID 624037; P08912; activation, % at 3 µM; 360,000 tested, 0.19% active; CHO-K1 hM5 cells, Fluo-8 calcium fluorescence; 0% DMSO wells, 100% maximal acetylcholine response;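 active = activation above the run's mean over test compounds plus 3 SD, cut at about 23% in these data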;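 note: signal is peak over basal fluorescence ratio across the kinetic read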
CHRM5 PAM – CHRM5 positive allosteric modulation. P08912. CHO-K1 hM5, Fluo-8 calcium, ACh EC20 PAM; 0% = ACh EC20, 100% = ACh EC100. activation, % at 3 µM. 360,000 tested, 0.3% active. AID 624038;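 active = activation above the run cutoff, the mean activation of all test compounds plus 3 SD, cut at about 18% in these data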
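Assay system: CHO-K1 hM5 cells. Also added: acetylcholine at EC20 concentration, added after compound. Dosing: 3 µM, single dose. Times: compound preincubation 140 s before EC20 acetylcholine addition. Signal: Fluo-8 calcium fluorescence. Measure: % activation relative to EC20 and EC100 ACh responses. Repeats: singlicate, one well per test compound.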
M4 ag – agonists of human muscarinic M4 receptor (CHRM4); AID 624127; 360,000 tested, 0.14% active; P08173; CHO-K1 hM4/Gqi5, Fluo-8 calcium fluorescence; vehicle 0%, full acetylcholine response 100%; activation, % at 3 µM;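 active = activation above the run mean over all test wells plus 3 SD, cut at about 32% in these data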;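 note: peak over basal fluorescence ratio per well then scaled between controls; 0% = DMSO wells and 100% = acetylcholine at EC100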
IDE inh – inhibits human insulin-degrading enzyme in HEK cells. P14735. FAbetaB cleavage, fluorescence polarization. inhibition, % at 5.59 µM. 320,000 tested, 0.41% active;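 active = percent inhibition above the average of all tested compounds plus 3 SD, set per screening campaign, cut at about 16% in these data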;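 note: IDE supplied by intact live HEK cells; FP after avidin binding of uncleaved biotin substrate so inhibition keeps polarization high; 0% = DMSO wells and 100% = 60 µM reference IDE inhibitor Ii1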
Target sequence (P14735 whole entry, looked up): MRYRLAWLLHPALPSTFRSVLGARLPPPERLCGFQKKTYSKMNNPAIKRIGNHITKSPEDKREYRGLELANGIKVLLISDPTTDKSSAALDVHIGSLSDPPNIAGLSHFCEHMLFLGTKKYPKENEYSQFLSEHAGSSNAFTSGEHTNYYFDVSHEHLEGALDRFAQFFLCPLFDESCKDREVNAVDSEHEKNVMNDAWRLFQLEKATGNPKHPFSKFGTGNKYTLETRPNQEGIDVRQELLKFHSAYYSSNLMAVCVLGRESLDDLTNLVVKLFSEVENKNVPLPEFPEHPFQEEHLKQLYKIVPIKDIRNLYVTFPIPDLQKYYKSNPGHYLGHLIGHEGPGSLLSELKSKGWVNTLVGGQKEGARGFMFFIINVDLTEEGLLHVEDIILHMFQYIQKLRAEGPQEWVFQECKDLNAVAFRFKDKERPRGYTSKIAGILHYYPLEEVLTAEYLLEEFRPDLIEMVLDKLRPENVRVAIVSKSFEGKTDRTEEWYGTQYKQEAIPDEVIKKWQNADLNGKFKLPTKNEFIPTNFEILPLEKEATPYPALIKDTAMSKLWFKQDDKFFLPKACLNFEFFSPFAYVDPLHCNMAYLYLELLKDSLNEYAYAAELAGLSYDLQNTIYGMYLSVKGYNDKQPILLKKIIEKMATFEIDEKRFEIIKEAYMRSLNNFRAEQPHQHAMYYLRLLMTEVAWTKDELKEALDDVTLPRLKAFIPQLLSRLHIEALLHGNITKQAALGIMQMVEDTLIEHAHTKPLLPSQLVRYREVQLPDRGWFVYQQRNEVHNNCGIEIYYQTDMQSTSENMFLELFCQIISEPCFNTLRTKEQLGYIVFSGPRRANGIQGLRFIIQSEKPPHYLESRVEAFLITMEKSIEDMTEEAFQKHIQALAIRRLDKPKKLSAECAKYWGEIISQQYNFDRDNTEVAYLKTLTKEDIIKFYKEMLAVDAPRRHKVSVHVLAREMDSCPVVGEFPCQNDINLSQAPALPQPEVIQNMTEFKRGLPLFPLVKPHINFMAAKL
CHRM4 antagonist – CHRM4 antagonism in calcium assay; P08173; CHO-hM4 cells, ACh EC80, Fluo-8 calcium fluorescence; inhibition, % at 3 µM; 360,000 tested, 0.73% active;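 active = inhibition above its plate's cutoff, the mean inhibition of sample wells plus 3 SD, cut at about 27% in these data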;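 note: 0% = acetylcholine EC80 with DMSO and 100% = DMSO without agonist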
Starred values were filed as active, the others as inactive; nt = no result given.

IDE inh,CRFBP-R2 block,CHRM5 antagonist,M4 ag,M5 ag,CHRM5 PAM,CHRM4 antagonist,CRFBP-R2 agonist,M4 PAM,compound
7,34,-1,0,-6,8,3,-0.3,-3,CCn1c(SCC(=O)N/N=C(\C)c2ccncc2)nnc1-c1ccc(C)cc1
4,-2,19,18,1,-11,5,-0.6,-7,COc1cccc(OC)c1C(=O)NC(=O)Nc1c(C)cccc1C
4,14,3,12,6,-15,-1,1.7,-12,O=C(NCc1ccccc1F)Nc1ccc([N+](=O)[O-])cc1
4,10,1,1,-1,1,-14,0.3,5,CCCn1nc(C(=O)N2CCN(c3ccccn3)CC2)c2ccccc2c1=O
6,13,3,0,-6,8,0,-1.6,8,CCOC(=O)N1CCC(Nc2c(Nc3ccc(F)cc3)c(=O)c2=O)CC1
-1,-7,9,0,0,-1,6,-1.0,0,CCOCC(O)CNc1ccccc1 (configuration not stated)
4,16,10,0,-6,-3,1,-0.1,2,Cc1cccc(-c2nc(C#N)c(NCc3ccco3)o2)c1
3,-10,1,3,0,1,-2,-0.3,-4,CCc1ccc(NC(=O)CCS(=O)(=O)c2cccc3nsnc23)cc1
-3,-159,10,23,29*,-6,7,0.3,-1,Cc1cc(/C=C(\C#N)C(N)=O)c(C)n1-c1ccc(N2CCOCC2)c([N+](=O)[O-])c1
2,-6,-1,0,-4,1,-10,-1.3,5,Cn1c(=O)c(=O)n(C)c2cc(N3CCCCC3)c(NS(=O)(=O)c3ccc([N+](=O)[O-])cc3)cc21
1,8,-3,1,-3,20*,7,-0.9,2,N#CCCN1CCCc2cc(N=Nc3ccc(C(F)(F)F)cc3)ccc21
1,-16,-10,2,-2,3,-9,-3.0,8,CCC(C)Sc1nnc(-c2c[nH]c3ccccc23)n1CCOC (configuration not stated)
3,-22,7,19,-1,-15,22,0.7,-15,OCCCCNCc1ccc(OCc2ccc(Cl)cc2Cl)cc1
2,1,4,1,-3,1,10,0.2,0,O=C(NCCCNC(=O)c1cccnc1)c1ccc(Cl)cc1
-1,17,-20,1,0,0,-2,0.0,1,CC(=O)Oc1ccc(-c2cccc(C(=O)N(C)c3ccc(O)cc3)c2)cc1
-2,-2,-7,1,1,2,2,-9.6,6,CCCCCCn1c(CN2CCN(C(=O)OCC)CC2)nc2c1c(=O)n(C)c(=O)n2C
-7,-2,-4,2,-1,4,3,25,1,CC(=O)Oc1ccc(-c2cccc(C(=O)OCC(=O)Nc3ccccc3Oc3ccccc3)c2)cc1
0,2,6,2,-1,-5,-18,-4.2,6,Cc1cc(C)cc(C(=O)NCC(=O)OCN2C(=O)c3ccccc3C2=O)c1
nt,nt,-8,4,4,-2,-2,nt,1,COc1ccc(C(C)(O)c2nc(-c3cccc(O)c3)cs2)cc1 (configuration not stated)
0,2,-17,11,0,-3,-17,-0.1,6,Cn1c(N)c(C(=O)COC(=O)CCCc2nc3ccccc3s2)c(=O)n(C)c1=O
nt,6,-7,1,0,2,-15,-4.4,14,CSCCC(NS(=O)(=O)c1ccc(Cl)cc1)C(=O)N1CCN(c2ccccc2)CC1 (configuration not stated)
-2,7,-2,2,2,1,-4,5.1,2,O=C(c1ccco1)N1CCN(c2ccc(Cl)cc2)CC1
-1,0,0,2,-1,-4,-4,-0.2,8,Cc1ccc(NC(=O)CSc2nnc(Cn3cnc4ccccc43)o2)cc1
-3,-1,-9,2,1,6,-3,-0.8,8,CC(=O)NCCC(=O)Nc1ncc(S(=O)(=O)c2ccc([N+](=O)[O-])cc2)s1
14,9,7,2,-2,-3,-10,-0.2,3,COC(=O)c1ccccc1NC(=O)CSc1nncn1C
-2,4,8,9,0,-1,0,-0.1,0,Cc1ccc(Cl)cc1NC(=O)c1ccccc1OCC(=O)N1CCOCC1
7,10,14,1,-3,-5,8,-2.2,-5,COC(=O)C(C)NC(=O)C12CC3CC(C1)CC(c1ccc(C)cc1)(C3)C2 (configuration not stated)
-2,-7,1,1,5,-2,-6,-1.4,-3,CCCc1nc(SCC(=O)Nc2ccccc2OC)c2c(=O)n(C)c(=O)n(C)c2n1
1,2,4,1,0,0,-5,1.1,11,Clc1ccc(-n2ncc3c(NCc4ccc5c(c4)OCO5)ncnc32)cc1
-2,7,10,3,1,-7,3,-0.9,6,CCC(=NCCN1CCNCC1)C1=C(O)CC(C)(C)CC1=O

Full records as entered above.
`Cc1ccc(Cl)cc1NC(=O)c1ccccc1OCC(=O)N1CCOCC1` across the screens: IDE inh = -2; CRFBP-R2 block = 4; CHRM5 antagonist = 8; M4 ag = 9; M5 ag = 0; CHRM5 PAM = -1; CHRM4 antagonist = 0; CRFBP-R2 agonist = -0.1; M4 PAM = 0
`O=C(c1ccco1)N1CCN(c2ccc(Cl)cc2)CC1` across the screens: IDE inh = -2; CRFBP-R2 block = 7; CHRM5 antagonist = -2; M4 ag = 2; M5 ag = 2; CHRM5 PAM = 1; CHRM4 antagonist = -4; CRFBP-R2 agonist = 5.1; M4 PAM = 2

Other structures follow.
IDE inh,CRFBP-R2 block,CHRM5 antagonist,M4 ag,M5 ag,CHRM5 PAM,CHRM4 antagonist,CRFBP-R2 agonist,M4 PAM,compound
5,10,5,0,1,0,9,-3.6,0,CC(=O)C1C(=O)c2c(cccc2[N+](=O)[O-])C1=Nc1ccc(S(N)(=O)=O)cc1 (configuration not stated)
4,2,0,0,-1,3,-4,1.4,-1,Cc1cc(C)n(C(=O)Cc2cn3ccsc3n2)n1
1,2,-5,0,-1,8,-14,-4.1,3,Cc1nc(NCC2CCCO2)[nH]c(=O)c1CCC(C)C (configuration not stated)
1,-1,3,-1,0,6,6,-0.8,7,CN(C(=O)c1cccc(S(=O)(=O)N2CCOCC2)c1)c1c(N)n(Cc2ccccc2)c(=O)[nH]c1=O
3,1,-3,0,-1,-1,-5,-0.5,9,CCOC(=O)c1nnn(-c2nonc2-n2cccc2)c1CCl
-7,-18,-7,9,7,2,-2,-0.5,5,Cc1cc(C)c(C(=O)c2ccc(C(=O)N3CCCCC3)cc2)c(C)c1
0,5,-2,3,-4,-2,-13,0.5,8,O=C(O)/C=C/C(=O)NC1CCC(CC2CCC(NC(=O)/C=C/C(=O)O)CC2)CC1 (configuration not stated)
-1,-16,8,0,-1,-6,-3,1.4,10,CCCCCc1nnc(NC(=O)CS(=O)(=O)Cc2ccccc2)s1
0,1,-5,0,4,4,-3,-0.5,25,CC(C)CCn1c(Oc2ccc(Cl)cc2)nc2c1c(=O)n(C)c(=O)n2C
2,-3,-4,-2,0,5,7,0.9,20,CCOC(=O)c1ccccc1NC(=O)CN(c1ccccc1C)S(C)(=O)=O
nt,nt,9,4,0,-13,-21,nt,10,COc1cccc(C(O)c2ncc(-c3ccc(Cl)cc3)[nH]2)c1 (configuration not stated)
-1,-3,8,1,-5,-6,-11,0.6,-2,COc1ccc(CCN2CC(C(=O)N3CCSCC3)CCC2=O)cc1 (configuration not stated)
0,-2,19,2,-3,-4,3,0.1,2,COc1ccc(CN(C(=O)c2cc3ccccc3oc2=O)C2CCS(=O)(=O)C2)cc1OC (configuration not stated)
4,-19,15,0,-4,-8,3,-1.1,-3,O=C(CCCN1C(=O)c2ccccc2C1=O)Nc1nnc(C2CC2)s1
7,2,9,0,1,-1,-2,-0.5,10,CCOC(=O)c1ccc(N2N=C(C)/C(=C/C=C/c3ccco3)C2=O)cc1
1,6,9,6,-2,-7,1,0.2,6,Cc1ccc(NC(=O)c2cccs2)cc1S(=O)(=O)N(C)C
2,4,5,6,-1,-13,9,-0.8,-13,CCC(=O)c1ccc(OCC(O)CN(CCc2ccccc2)Cc2ccccc2)cc1 (configuration not stated)
3,10,-1,1,-2,3,-1,0.5,2,CCN(CC)c1nc(N2CCOCC2)c(C#N)c2c1CN(C)CC2
1,-10,4,18,6,-12,-8,-0.6,-8,O=C(Nc1nc(-c2ccncc2)cs1)C1COc2ccccc2O1 (configuration not stated)
0,-14,-18,2,1,18,-11,1.8,7,COc1ccc(NC(=O)NNC(=O)COc2ccc3ccccc3c2)cc1OC
nt,29,0,0,2,-1,2,2.1,1,CCOc1ccc(N2C(=O)C(C)CNC2=S)cc1 (configuration not stated)
-4,3,-1,1,-3,10,-2,3.5,9,O=[N+]([O-])c1nn(-c2ccccc2)[n+]([O-])c1N1CCN(c2ccccc2)CC1
-5,74*,1,1,1,4,10,2.9,-4,CCCn1nc([N+](=O)[O-])c(C(C#N)c2nc3ccccc3o2)c(Cl)c1=O (configuration not stated)
0,-4,-7,4,-7,-5,-3,-0.2,-2,CCOC(=O)c1c(C)[nH]c(C)c1C(=O)COc1ccc(NC(=O)c2ccco2)cc1
2,-3,4,1,0,-5,7,-0.2,-3,Cc1cccc(OCCCCCN2CCOCC2)c1C
2,8,8,0,1,-1,-3,2.6,-6,Nc1nc(CSc2ncn(-c3ccccc3)n2)cs1
-7,10,-3,4,0,-1,-12,-0.7,0,COc1ccc(NC2C=CS(=O)(=O)C2)c(OC)c1 (configuration not stated)
4,-12,1,1,-1,5,-1,2.0,5,CC(C)CN1CCN(Cc2cnc(N3CCOCC3)s2)CC1CCO (configuration not stated)
0,6,8,1,-11,-1,14,-0.5,-22,CCCC1=Nc2cc(C(=O)NCCCN3CCN(C)CC3)ccc2Sc2ccccc21
-2,1,8,0,-1,8,1,0.5,4,COc1ccccc1CNC(=O)Cn1nc(C)c([N+](=O)[O-])c1C
1,-1,-14,4,2,6,-2,-0.5,1,COc1ccccc1C(=O)N/C(=C\c1cn(S(=O)(=O)N(C)C)c2ccccc12)C(=O)N1CCCC1
3,-12,-2,1,0,-1,-4,-2.2,3,Cn1c(CN2CCOCC2)c(C#N)c2ccccc21
-1,-10,-9,1,-3,8,-7,-7.2,23*,CCCC(C)C(=O)Nc1ccc(S(N)(=O)=O)cc1 (configuration not stated)
-1,11,-11,0,-2,0,8,1.6,-1,CCc1c(C)sc(NC(=O)Cn2nc(C(F)(F)F)c3c2CCCC3)c1C#N
-1,-6,14,7,16,-13,-6,3.6,-3,Cc1sc2nc(COC(=O)c3ccc(O)cc3)[nH]c(=O)c2c1C
4,18,10,1,-4,-1,-1,-1.5,-3,O=C1CN(C(=O)COC(=O)c2cnc(Cl)c(Cl)c2)c2ccccc2N1
-2,-7,2,-1,-10,-10,-25,0.5,9,CCCn1nc(C(=O)NC2CCCCCC2)c2ccccc2c1=O
3,-11,12,1,-4,-7,-2,0.9,5,Cc1cc(N=Cc2c(O)n(-c3cccc(C(F)(F)F)c3)c(=O)c3ccccc23)no1
-7,-5,13,0,2,-11,-6,0.0,-2,CCN1C(=O)CC(NCc2ccc3c(c2)OCO3)C1=O (configuration not stated)
1,3,-3,0,-5,2,-4,0.1,8,CN1CCN(C(=O)C2CCCN(S(=O)(=O)c3ccc(F)cc3)C2)CC1 (configuration not stated)
-2,3,2,8,2,-4,4,-2.5,-2,CN1C(=O)C2(c3ccccc31)c1c(oc3ccccc3c1=O)C(=O)N2CCO (configuration not stated)

Source: PubChem BioAssay
